# Pin1 inhibitor – qHTS Assay to Find Inhibitors of Pin1 | Peptidyl-prolyl cis-trans isomerase NIMA-interacting 1 (Homo sapiens), Q13526 | Pin1 FP peptide displacement, HiFluor488, 10 min | Potency, µM (doses to about 115 µM), inactives show at the highest dose activity, negative = inhibition, usual class: inhibitors | actives 0.009% (n = 390,000) | AID 504891, 2011; active = well fitted inhibition curve with a large enough effect in the polarisation, with a control signal flat, not every such curve was filed as active; inconclusive = small, poorly fitted or top-dose-only effect, or effect the other way, or a change in a side signal; inactive = no such curve, though single readings can be large or run the other way; the % refers to the polarisation; note: potency is the fitted concentration of half-maximal effect; % is set by controls: 0 for no effect and ±100 for the full control effect
# Target sequence (Q13526 whole entry, looked up): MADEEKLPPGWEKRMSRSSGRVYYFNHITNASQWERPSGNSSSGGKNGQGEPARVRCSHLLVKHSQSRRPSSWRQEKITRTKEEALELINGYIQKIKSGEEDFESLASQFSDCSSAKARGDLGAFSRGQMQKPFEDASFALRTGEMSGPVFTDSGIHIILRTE
# GLS inhibitor – qHTS for Inhibitors of Glutaminase (GLS) | actives 0.21% (n = 410,000) | Potency, µM (titrated, usually from 45.5 µM), for inactives: top-dose activity change, negative = inhibition, usual class: inhibitors | Glutaminase kidney isoform, mitochondrial (Homo sapiens), O94925 | GLS enzymatic activity, qHTS titration | AID 624170, 2012; note: potency is the fitted concentration of half-maximal effect; % is set by controls: 0 for no effect and ±100 for the full control effect
#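 Glutamate formation by hKGA was monitored fluorometrically using coupled glutamate oxidase, HRP and Amplex Red. Substrate was added as 1 mM L-glutamine solution; incubation was 30 min at RT after an initial read.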
# BAZ2B block – qHTS Assay for Inhibitors of BAZ2B; Bromodomain adjacent to zinc finger domain protein 2B (Homo sapiens), Q9UIF8; AlphaScreen BAZ2B-H3K14Ac peptide displacement; Potency, µM (titrated, usually from 114 µM), for the others: top-dose activity change, negative = inhibition, actives largely listed as inhibitors; actives 4.4% (n = 360,000); AID 504333, 2011; note: potency is the fitted concentration of half-maximal effect; % is set by controls: 0 for no effect and ±100 for the full control effect; nearly all actives have a fitted effect of over 60% in size
#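 Inhibition is scored as reduced AlphaScreen emission. The BAZ2B/b-H3(5-23)K14Ac complex (50 nM each) in PBS pH 7.4, 0.01% Tween-20 meets compound (up to 110 uM) for 30 min at RT before bead addition.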
# Tb PGK inh – qHTS Assay to Find Inhibitors of Phosphoglycerate Kinase. PGK/GAPDH coupled, Kinase-Glo luminescence, 60 min. Potency, µM (series often up to 57.5 µM), for inactives: at the top dose activity change, negative = inhibition, actives largely listed as inhibitors. actives 0.043% (n = 380,000). Phosphoglycerate kinase, glycosomal (Trypanosoma brucei brucei), P07378; note: potency is the fitted concentration of half-maximal effect; % is set by controls: 0 for no effect and ±100 for the full control effect; nearly all actives have a fitted effect of over 60% in size
# Target sequence (P07378 whole entry, looked up): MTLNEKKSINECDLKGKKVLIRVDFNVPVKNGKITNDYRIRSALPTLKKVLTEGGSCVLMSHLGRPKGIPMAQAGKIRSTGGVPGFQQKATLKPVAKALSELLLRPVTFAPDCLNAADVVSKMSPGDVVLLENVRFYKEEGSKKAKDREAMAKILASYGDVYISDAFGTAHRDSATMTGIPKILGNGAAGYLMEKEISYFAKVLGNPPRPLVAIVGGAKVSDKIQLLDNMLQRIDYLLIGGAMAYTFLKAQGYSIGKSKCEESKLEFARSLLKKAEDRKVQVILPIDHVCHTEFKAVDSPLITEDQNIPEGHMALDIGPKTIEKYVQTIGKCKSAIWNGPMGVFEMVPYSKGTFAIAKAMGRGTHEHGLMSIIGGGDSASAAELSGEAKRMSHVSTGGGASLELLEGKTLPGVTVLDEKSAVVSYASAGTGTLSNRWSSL
#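 Recombinant glycosomal PGK reaction used 1,3-bisphosphoglycerate generated in-well by GAPDH (100nM final) in 100mM TEA pH 7.6, 5mM MgCl2, 0.01% Tween-20. After 60 minutes at room temperature, ATP was read by Kinase-Glo Plus luminescence end-point.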
# ERG Ets-DNA blk – qHTS for Small Molecule Inhibitors of the ERG Ets/DNA interaction; Transcriptional regulator ERG (Homo sapiens), P11308; fluorescence polarization, His-ERG Ets domain / labelled DNA; Potency, µM (titrated, usually from 76.9 µM), without a hit: at the highest dose FP activity, negative = inhibition, hits mostly inhibitors; actives 0.028% (n = 370,000); AID 624246, 2012; active = well fitted inhibition curve with a large enough effect in the polarisation, with a control signal flat; inconclusive = small, poorly fitted or top-dose-only effect, or effect the other way, or a change in a side signal; inactive = no such curve, though single readings can be large or run the other way; the % refers to the polarisation;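 note: polarization taken with two DNA probes labelled with fluorescein and Texas red; potency is the fitted concentration of half-maximal effect; % of control where 0% means no effect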
#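 His-tagged ERG Ets domain (1 uM in the protein solution; 300mM KCl, 50mM Tris-HCl, 1mM EDTA, 1mM DTT, pH 7.5) received compound, then a probe mix of 5 nM fluorescein-DNA and 100nM Texas-615-DNA. Fluorescence polarization was read for both dyes.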
# JMJD2A Tudor – qHTS Assay for Inhibitors of JMJD2A-Tudor Domain; AlphaScreen JMJD2A-Tudor / H3K4me3 peptide binding; Potency, µM (doses to about 114 µM), for the others: at the top dose activity change, negative = inhibition, most hits filed as inhibitors; actives 4.4% (n = 390,000); AID 504339, 2011; note: potency is the fitted concentration of half-maximal effect; % is set by controls: 0 for no effect and ±100 for the full control effect; nearly all actives have a fitted effect of over 50% in size
# G9a block – qHTS Assay for Inhibitors of Histone Lysine Methyltransferase G9a. AID 504332, 2011. Potency, µM (series often up to 102 µM), inactives show at the top dose activity, negative = inhibition, actives largely listed as inhibitors. G9a H3K9 monomethylation, AlphaScreen, 2 h. actives 8.8% (n = 350,000). Histone-lysine N-methyltransferase EHMT2 (Homo sapiens), Q96KQ7; note: potency is the fitted concentration of half-maximal effect; % is set by controls: 0 for no effect and ±100 for the full control effect; nearly all actives have a fitted effect of over 75% in size
# Target sequence (Q96KQ7 913-1193 limits assumed): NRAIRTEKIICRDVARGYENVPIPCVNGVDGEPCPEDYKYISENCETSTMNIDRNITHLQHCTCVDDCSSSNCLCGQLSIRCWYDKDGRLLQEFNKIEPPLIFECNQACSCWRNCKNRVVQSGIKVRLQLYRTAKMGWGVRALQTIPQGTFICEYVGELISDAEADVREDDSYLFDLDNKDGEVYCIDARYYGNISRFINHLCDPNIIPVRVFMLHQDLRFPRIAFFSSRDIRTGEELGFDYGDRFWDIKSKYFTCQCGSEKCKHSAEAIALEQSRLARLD
#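 AlphaScreen detection with an anti-monomethyl H3K9 antibody quantified product after a 2 h room-temperature reaction containing 500 nM biotinylated H3K9 peptide, 20 µM SAM and 20 nM enzyme, which had been preincubated 15 min with compound.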
# PI4K2A block – qHTS for small molecular inhibitors of PI4K2A | Phosphatidylinositol 4-kinase type 2-alpha (Homo sapiens), Q9BTU6 | purified PI4K2A, ADP-Glo luminescence, 1 h; active compounds read low | activity change, negative = inhibition, % at 76.9 µM | actives 0.13% (n = 420,000) | AID 1346378, 2018; in the data active = activity change below about -50%; inconclusive = mostly about -30% to -49%;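 note: -100% = wells without enzyme as full effect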
#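 ADP-Glo luminescence measured ADP generated by PI4K2A enzyme (4 ug/mL before mixing) with 1.2 mM PI substrate (pre-mix) and 300 microM ATP (pre-mix). Tris pH7.5 buffer with MgCl2, Triton X-100; 1 h reaction at ambient temperature.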
# HP1b chromo inh – HTS for Inhibitors of HP1-beta Chromodomain Interactions with Methylated Histone Tails. Chromobox protein homolog 1 (Homo sapiens), P83916. AlphaScreen HP1-beta / biotin-H3K9me3 peptide binding. Potency, µM (series often up to 114 µM), without a hit: top-dose activity change, negative = inhibition, usual class: inhibitors. actives 0.56% (n = 390,000). AID 540317, 2011; note: potency is the fitted concentration of half-maximal effect; nearly all actives have a fitted effect of over 70% in size; inactives centre near 23
# Target sequence (P83916 whole entry, looked up): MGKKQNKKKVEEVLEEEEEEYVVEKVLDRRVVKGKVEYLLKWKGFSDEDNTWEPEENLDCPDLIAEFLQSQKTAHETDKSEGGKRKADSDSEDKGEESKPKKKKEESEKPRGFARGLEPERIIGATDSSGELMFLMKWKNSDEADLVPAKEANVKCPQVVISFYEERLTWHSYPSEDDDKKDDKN
#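 Compound inhibition of the preformed complex between 50 nM HP1-beta and 50 nM biotinylated H3K9me3 peptide was read by AlphaScreen. Buffer was PBS pH 7.4 with 0.01% Tween-20. Incubations ran 30 min at room temperature, with 10 ug/mL donor/acceptor beads.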
# * hit, by the source's call; i = inactive; ? = inconclusive; . = no result given; [ ] = dose if it differs, or a comment. Unless noted, calls come from the whole dose curve; as a rule, active = well fitted curve in the direction sought with a large enough effect; inconclusive = small, poorly fitted or top-dose-only effect, or another doubt; inactive = no such curve, though single readings can be large; an effect the other way counts as inactive or inconclusive.
# Values run as follows: Pin1 inhibitor	GLS inhibitor	BAZ2B block	Tb PGK inh	ERG Ets-DNA blk	JMJD2A Tudor	G9a block	PI4K2A block	HP1b chromo inh
Cc1ccc(/C=C/C(O)=C2/C(=O)N(C)C3(C)CC2c2ccccc2O3)cc1 (stereo unspecified)
 : -0.4%	5.6%	25.8%	-5.3%	0.1%	23.6%	.	9.4	98.2%[activator]
COc1ccc2nc(C)cc(NCCN3CCOCC3)c2c1
 : -12.8%	1.3%	5.2%	-6.4%	5.7%	-12.4%	44.7µM*	4.3	-9.7%
COc1ccc(C2(O)CCN(CCCCOc3ccccc3)CC2)cc1
 : 1.2%	-2.5%	7.5%	.	-2.8%	-11.0%	12.3%[2.33 µM]	6.2	14.7%
COC(=O)CNc1nc(Cl)nc(NC2CCCCC2)n1
 : 0.0%	0.0%	-3.0%	8.0%	3.9%	-10.6%	11.2%[59 µM]	1.6	36.5%[activator]
O=C(NC1C/C=C\C(c2ccccc2)N(c2ccccc2)C(=O)C1)OCC1c2ccccc2-c2ccccc21 (stereo unspecified)
 : 32.0%[activator]	1.6%	.	-2.9%	15.4%	-29.5%	.	-3.0	8.1%
CCc1ccc(C(=O)OCC(=O)c2c(N)n(CC(C)C)c(=O)n(C)c2=O)cc1
 : 0.3%	-5.0%	5.1%	-8.0%	5.3%	-18.4%	-0.3%	-5.9	8.9%
COc1ccc(/C(C)=N/NC(=O)CNC(=O)COc2ccccc2)c(OC)c1
 : -4.4%	-8.1%	-27.6%	-1.3%	-3.2%	-16.5%	8.5%	8.2	44.1%[activator]
Cc1ccc(Cl)cc1NC(=O)CSc1nnc(C)n1-c1ccccc1
 : 0.1%	7.4%	9.3%	-0.2%	-0.9%	-17.6%	?	4.7	17.9%
O=C(COc1ccc([N+](=O)[O-])cc1)Nn1cnnc1
 : 1.4%	14.2%	.	i	17.5%	-20.3%[11.4 µM]	?	-1.6	-17.5%
COc1ccccc1N(CC(=O)NC(C)(C)C)C(=O)CCC(=O)Nc1nccs1
 : ?	-7.5%	8.2%	-4.0%	6.4%	5.4%	45.1%	3.7	41.5%[activator]
NS(=O)(=O)OCC1CCCCC1
 : -3.2%	0.7%	-2.7%[57.1 µM]	1.4%	-7.7%	8.3%	.	-2.2	40.6%[activator]
N#Cc1c(-c2ccc(F)cc2)ccnc1N1CCOCC1
 : -2.4%	-6.0%	11.0%	-5.1%	-1.4%	13.8%	52.5%[activator]	-1.9	61.5%[activator]
COc1ccc(CNS(=O)(=O)NCc2ccc(OC)c(OC)c2)cc1
 : -3.5%	-0.6%	-2.5%	i	4.1%	-9.7%	10.2%	0.6	22.9%
Cc1cc(O)c(C(C)C)cc1NC(=O)c1cccc(Cl)c1
 : ?	.	-37.5%	-4.8%	1.9%	-3.2%	1.8%[0.501 µM]	-2.3	17.0%
CCC(C)(C)c1ccc(OCCCC[n+]2cccc(C)c2C)c(C(C)(C)CC)c1
 : 4.8%	-2.6%	-12.4%	-5.2%	-3.4%	-13.6%	.	4.8	26.7%
COc1ccc(C2(Nc3cccc(C(=O)O)c3C)C(=O)c3ccccc3C2=O)cc1
 : -4.5%	1.5%	9.0%[57.1 µM]	-5.2%	-1.1%	0.6%	3.8%[59 µM]	2.7	20.2%
Cc1ccccc1CNC(=O)c1ccc(Cl)c([N+](=O)[O-])c1
 : 4.7%	-6.9%	17.0%	4.7%	4.1%	-15.3%	?	-3.3	7.1%
CCN(CC)C(=O)Cn1cc(SCC(=O)Nc2ccccc2F)c2ccccc21
 : -2.0%	2.5%	10.2%	-1.1%	1.1%	-15.4%	0.9%[59 µM]	-2.3	69.4%[activator]
CCOC(=O)C1CCN(c2cc3c(cc2NC(=O)c2ccccc2F)n(C)c(=O)n3C)CC1
 : -13.4%	?	50.1µM*	-5.1%	-10.2%	-22.6%	8.1%[0.0925 µM]	-5.7	12.4%
CC(=O)NC1(C(F)(F)F)NC(=O)N(C2CCCCC2)C1=O (stereo unspecified)
 : -7.9%	.	-25.4%[57.1 µM]	-6.9%	10.5%	7.4%	44.7%[activator]	2.7	28.6%
CC1S/C(=N/N=C/c2cccs2)NC1=O (stereo unspecified)
 : -7.0%	-1.4%	7.8%	i	-11.5%	-28.8%	19.8%	-7.0	31.0%
Cc1c(OCC(=O)NCc2cccnc2)ccc2c3c(c(=O)oc12)CCC3
 : -0.5%	-6.8%	-6.8%	i	-8.6%	1.6%	.	-0.2	14.2%[57 µM]
C/C(=N\NC(=O)CN1CCN(Cc2ccccc2)CC1)c1cccs1
 : 4.0%	2.4%	2.1%	-2.4%	3.4%	-14.4%	.	-4.3	37.3%
COc1ccc(OCc2nnc(SCC(=O)Nc3nnc(C4CC4)s3)n2C)cc1
 : -1.7%	-1.0%	1.3%	-7.2%	-10.5%	-8.0%	10.3%	2.1	0.4%
O=C(Cc1cccs1)Nc1nnc(C2CC2)s1
 : 0.1%	-2.0%	-9.0%	-2.1%	0.3%	-1.4%	?	-10.7	12.3%
O=C(Cn1nc(C(F)(F)F)c2c1CCCC2)Nc1ccc(Cl)cc1
 : -5.4%	7.5%	1.3%	-0.1%	-1.2%	9.3%	2.6%[59 µM]	-6.2	45.3%[activator]
O=C(NCC1CCCO1)c1ccc2ccccc2n1 (stereo unspecified)
 : -0.4%	6.9%	-4.0%	1.9%	12.0%	3.7%	1.0%[59 µM]	-1.0	24.3%
COc1ccc(NC(=O)Nc2ccon2)cc1OC
 : -3.7%	8.3%	9.5%	2.0%	-0.4%	-6.8%	70.4%	-2.0	41.8%[activator]
O=C(COC(=O)CSc1ccc([N+](=O)[O-])cc1)NC1CCCCCCC1
 : -2.3%	10.3%	-7.8%	1.9%	-6.6%	?	44.7µM*	-0.6	?
O=c1[nH]c2cc([N+](=O)[O-])ccc2c2ccccc12
 : -11.4%	14.4%	.	-9.4%	6.0%	-14.6%	.	2.2	23.3%
COC(=O)c1cc2c(s1)-c1ccccc1CC2
 : -2.1%	-2.9%	205.7%[activator]	-4.5%	3.1%	189.1%[activator]	169.0%[activator]	2.3	263.7%[activator]
COc1cc(CCC(=O)OCC(=O)NCc2ccc(Cl)cc2)cc(OC)c1OC
 : -4.5%	5.1%	-21.3%	-0.3%	8.0%	-7.7%	22.5%[12.7 µM]	-0.8	28.8%
COc1ccc(CCNC(=O)Cc2ccsc2)cc1
 : -9.3%	0.3%	-0.7%	-3.9%	9.2%	-23.7%	1.2%	5.6	23.7%
CCc1ccc(OC2=NS(=O)(=O)c3ccccc32)cc1
 : -1.6%	9.4%	?	6.3%	-2.1%	-12.2%	?	1.0	21.0%
O=S1(=O)N=C2CCCCCN2C(c2ccc(Cl)cc2)N1 (stereo unspecified)
 : -0.8%	2.4%	0.4%	10.4%	-3.2%	0.0%	17.5%	2.0	31.9%
Cn1cc(CNC(=O)c2cc(-c3ccccc3)nc3ccc(Br)cc23)cn1
 : -2.8%	-18.3%	-4.0%	6.1%	5.6%	11.5%	-2.2%	-3.5	32.2%
Nc1c(N(CCC2=CCCCC2)C(=O)c2ccccc2F)c(=O)[nH]c(=O)n1Cc1ccccc1
 : ?	11.2%	3.6%	2.9%	1.2%	-30.9%	?	-1.4	23.4%
O=C(N/N=C/c1cccc2ccccc12)c1ccncc1
 : 3.1%	-8.7%	?	-2.8%	7.3%	7.7%	.	2.2	24.1%
CCCCC(=O)NCCc1cc2ccc(OC)cc2[nH]c1=O
 : 2.8%	-5.9%	-2.1%	-5.5%	-1.3%	17.1%[11.4 µM]	23.1%[59 µM]	-1.3	54.8%[activator]
COC(=O)C(Cc1c[nH]c2ccccc12)NC(=O)c1ccccc1Br (stereo unspecified)
 : 0.7%	14.5%	-2.3%	-2.1%	-7.3%	-13.9%	.	-1.0	16.8%
CN(CCO)C(=O)C(c1ccccc1)c1ccccc1
 : 4.8%	1.8%	0.9%	5.6%	-4.6%	-4.3%	.	0.5	27.6%
CCOC(=O)c1c(C)oc2ncnc(Nc3ccc(OC)c(OC)c3)c12
 : -0.1%	8.5%	2.2%	-8.1%	0.5%	-12.2%	8.3%[59 µM]	-14.8	14.4%
CCOc1cc(C2Nc3cccc4cccc(c34)N2)ccc1O
 : ?	2.6%	?	-11.5%	-8.9%	-33.1%	10µM*	?	-34.5%
CN(c1ccccc1)c1nc(N)c([N+](=O)[O-])c(N2CCOCC2)n1
 : -1.1%	3.3%	-8.7%	-0.8%	1.0%	-22.0%	?	5.0	?

# Bioassay records: PubChem BioAssay, National Center for Advancing Translational Sciences (NCATS)
